# Compound activity from PubChem.
# FEN1 inh: blocks human flap endonuclease 1 | P39748 | Recombinant FEN1 flap cleavage, fluorescence, 15 min | Potency, µM (highest dose often 114 µM), without a hit: at the highest dose activity change, negative = inhibition, hits mostly inhibitors | 390,000 compounds, 0.35% hits | AID 588795; further: nearly all actives have a fitted effect of over 65% in size
#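 Concentration–response screening of FEN1 (10 nM): 15 min compound preincubation at room temperature, reaction started with 50 nM substrate and read at 0 and 15 min. Corrected, normalized data were fitted by a four-parameter Hill equation.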
# N370S GC mod: inhibits or activates N370S mutant glucocerebrosidase | P04062 | N370S GC spleen homogenate, 4MU-glucoside fluorescence | 330,000 compounds, 0.092% hits | Potency, µM (highest dose often 59.4 µM), for inactives: at the top dose activity change, negative = inhibition, hits mostly inhibitors;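 further: 0% = full enzyme activity and -100% = no enzyme basal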
# KAT2A inh: GCN5L2 (KAT2A) acetyltransferase inhibition; 390,000 compounds, 0.21% hits; GCN5L2 HAT assay, ThioGlo1 CoA-SH fluorescence; Potency, µM (highest dose often 58.9 µM), inactives show at the highest dose activity change, negative = inhibition, hits mostly inhibitors
# Target sequence (Q92830 whole entry, looked up): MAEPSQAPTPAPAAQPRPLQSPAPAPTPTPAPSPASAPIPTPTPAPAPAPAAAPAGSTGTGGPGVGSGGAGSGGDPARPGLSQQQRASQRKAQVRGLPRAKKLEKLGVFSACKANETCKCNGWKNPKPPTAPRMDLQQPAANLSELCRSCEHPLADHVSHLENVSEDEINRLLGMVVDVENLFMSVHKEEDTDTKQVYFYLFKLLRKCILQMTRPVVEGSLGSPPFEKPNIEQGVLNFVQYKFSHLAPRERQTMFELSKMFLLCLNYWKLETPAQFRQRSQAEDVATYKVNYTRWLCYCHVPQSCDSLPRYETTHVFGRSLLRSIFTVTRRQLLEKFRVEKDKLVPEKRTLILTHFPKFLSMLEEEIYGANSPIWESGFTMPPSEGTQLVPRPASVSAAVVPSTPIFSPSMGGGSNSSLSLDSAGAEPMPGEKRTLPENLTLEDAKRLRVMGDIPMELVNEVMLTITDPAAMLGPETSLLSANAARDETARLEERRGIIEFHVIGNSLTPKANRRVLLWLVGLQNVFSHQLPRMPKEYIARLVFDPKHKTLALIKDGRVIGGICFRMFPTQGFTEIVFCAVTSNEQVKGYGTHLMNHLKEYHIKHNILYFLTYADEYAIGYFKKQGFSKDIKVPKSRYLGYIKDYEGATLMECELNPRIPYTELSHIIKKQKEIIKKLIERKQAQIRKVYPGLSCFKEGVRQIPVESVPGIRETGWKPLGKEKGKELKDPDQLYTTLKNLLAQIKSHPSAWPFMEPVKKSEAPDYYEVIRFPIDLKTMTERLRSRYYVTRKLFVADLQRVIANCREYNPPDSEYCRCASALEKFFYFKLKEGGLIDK
#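 Fluorescence readout, Ex340nm/Em540nm: ThioGlo1 (50uM final) reacts with free CoA thiol released as 20nM GCN5L2 acetylates H3(1-25) peptide (75uM) using acetyl-CoA (70uM). Compound and enzyme sat 15 min beforehand; 20 min room-temperature reaction.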
# The depositor's hits bear a star; u = inconclusive; x = not tested or not shown; & = joins results of further samples. The call rests on the fitted dose curve; in most records, active means well fitted curve in the direction sought with a large enough effect; inconclusive means small, poorly fitted or top-dose-only effect, or another doubt; inactive means no such curve, though single readings can be large; an effect the other way counts as inactive or inconclusive. Unless noted, on the % scale 0 is the no-effect control and ±100 the full control effect; potency means the concentration at half of the fitted maximal effect. No enrichment for hits; overall some 0.54% were active at least once.
# Value order: FEN1 inh | N370S GC mod | KAT2A inh
- O=C(CSCc1ccc(Br)cc1)NCCc1ccccc1
 : 7% | -23% | -4%
- COCC(=O)Nc1ccc2c(c1)OCO2
 : 6% | 2% | -2%
- O=C(O)COc1ccc(C(=O)c2cccs2)c(Cl)c1Cl
 : x | 11% | -5%&-4%
- Cc1cccc(NC(=O)C2CCCN(S(=O)(=O)c3cccs3)C2)c1C (stereo not drawn)
 : 3% | -4% | -16%
- CCOC(=O)c1[nH]c(C)c(C(=O)OCC(=O)NCc2ccc(OC)cc2)c1C
 : -5% | x | -1%
- Cc1cc(C)c2c(C(C)(C)C)nn(-c3ccccc3)c2n1
 : 21% | 0% | 2%
- CCc1ccc(NCc2cc3cc(OC)c(OC)cc3n(CC(=O)Nc3cc(C)ccc3C)c2=O)cc1
 : -2% | x | -7%
- COc1ccccc1-c1oc2ccccc2c1C#CCO
 : -17% | x | -9%
- Cc1c(C(=O)OCC(C)C)[nH]c2c1C(=O)CC(c1cccs1)C2 (stereo not drawn)
 : -3% | 16% | 1%
- COc1cc(/C=N/Nc2nc3ccccc3s2)ccc1O
 : u | 11% | -5%
- Cc1ccc(N(CC(=O)NC(C)(C)C)C(=O)CNC(=O)c2cccs2)cc1C
 : -5% | -5% | -3%
- FC(F)(F)c1cccc(NC(=S)NCc2ccccc2)c1
 : -7% | -10% | -2%
- CCOc1ccc(S(=O)(=O)n2c([N+](=O)[O-])cnc2C)c(C)c1C
 : -3% | -4% | -13%
- CC12C=CC3(CN(Cc4ccccc4)C(=O)C3C1C(=O)NCc1ccco1)O2 (stereo not drawn)
 : 18% | 5% | -8%
- COc1ccc2c(c1OC)C(=O)N(c1cccc(C)c1)C2=O
 : -16% | 15% | -6%
- O=C1C=C(c2ccc(Br)c3ccccc23)C[C@@H](c2ccc3c(c2)OCO3)C1
 : 2% | x | -2%
- COc1ccc(C2=NN(C(=O)CCCC(=O)O)C(c3cn(-c4ccccc4)nc3-c3ccccc3)C2)cc1 (stereo not drawn)
 : -8% | 3% | 20%
- COc1ccc(-c2nc(N)nc(N)n2)c(O)c1
 : -1% | x | -19%
- CCC(=O)N1CCn2c1nc1ccccc12
 : -9% | 0% | -11%
- CCCCC
 : x | -2% | -1%

# Five records drawn at random from those above, as already listed:
# Value order: FEN1 inh | N370S GC mod | KAT2A inh
- COCC(=O)Nc1ccc2c(c1)OCO2
 : 6% | 2% | -2%
- CCCCC
 : x | -2% | -1%
- CCOC(=O)c1[nH]c(C)c(C(=O)OCC(=O)NCc2ccc(OC)cc2)c1C
 : -5% | x | -1%
- Cc1c(C(=O)OCC(C)C)[nH]c2c1C(=O)CC(c1cccs1)C2 (stereo not drawn)
 : -3% | 16% | 1%
- Cc1ccc(N(CC(=O)NC(C)(C)C)C(=O)CNC(=O)c2cccs2)cc1C
 : -5% | -5% | -3%

# Additional entries
# Value order: FEN1 inh | N370S GC mod | KAT2A inh
- Cc1cn(C(=O)c2cccc(Br)c2)c(C)n1
 : -1% | 5% | -3%
- Cc1ccc(Cl)cc1NC(=O)CN1C(=O)c2ccccc2Sc2ncccc21
 : 5% | x | 4%
- COc1ccc(C2(C(=O)Nc3ccc(C)cc3)CCOCC2)cc1
 : 2% | -1% | -2%
- COc1ccc(-c2cc3nc(C)c(CCC(=O)N4CCN(c5cc(C)ccc5C)CC4)c(C)n3n2)c(OC)c1
 : -3% | x | 1%
- CCOc1ccccc1CNC(=O)Cn1c(=O)c2cccn2c2ccc(F)cc21
 : 5% | x | -7%
- O=C(Nc1ccc(S(=O)(=O)NCCc2ccccc2)cc1)c1ccncc1
 : 16% | 19% | -12%
- CC(=O)NC(=S)Nc1cc(C(=O)O)ccc1Cl
 : -11% | 0% | 0%
- CN(C)Cc1cc(CN(C)C)c(O)c(CCc2ccccc2)n1
 : 2% | -3% | 1%
- COc1cc(Nc2cc(C)nc3ncnn23)cc(OC)c1OC
 : -2% | 0% | -21%
- O=C(NCC(c1ccc2c(c1)OCO2)N1CCN(c2ccccc2)CC1)c1ccccc1 (stereo not drawn)
 : -19% | x | -11%
- COc1ccc(NS(=O)(=O)c2cc(NC(=O)c3ccccn3)ccc2OC)cc1Br
 : 16% | x | -11%
- Cc1onc(-c2ccccc2)c1C(=O)n1cccn1
 : 1% | 4% | -13%
- CCN(C(=O)c1cc2c(=O)n3cccc(C)c3nc2s1)C1CCCCC1
 : -7% | 4% | 3%
- CCCCCOC(=O)CSc1ncnc2sc3c(c12)CCC(C)C3 (stereo not drawn)
 : -2% | x | -11%
- O=C(CCc1nnc2ccc(NCCCN3CCCC3=O)nn12)NCc1ccccc1Cl
 : -7% | -3% | -6%
- CCOCCCNC(=S)N1CCC(C(=O)c2ccc3c(c2)OCCO3)CC1
 : 6% | 8% | -8%
- CC(=O)Nc1ccc(NC(=O)CN(c2ccc(C34CC5CC(CC(C5)C3)C4)cc2)S(C)(=O)=O)cc1
 : -17% | -13% | -13%
- CCn1nnnc1NCc1cccc(Cl)c1
 : 0% | 6% | -5%
- O=C(OCC(=O)c1cccc2ccccc12)c1ccc(CO)cc1
 : -7% | -1% | -7%
- COc1cccc(C2/C(=C(/O)c3ccccc3)C(=O)C(=O)N2CCCC(=O)O)c1 (stereo not drawn)
 : -1% | 6% | -12%

# Entries of single compounds from above. Screens in order: FEN1 inh, N370S GC mod, KAT2A inh
# Shown for CCn1nnnc1NCc1cccc(Cl)c1 → 0%, 6%, -5%
# Shown for COc1ccc(NS(=O)(=O)c2cc(NC(=O)c3ccccn3)ccc2OC)cc1Br → 16%, x, -11%

# More compounds follow.
# Value order: FEN1 inh | N370S GC mod | KAT2A inh
- OCC1(Cc2ccc(F)cc2)CCCN(Cc2ccc(F)cc2Cl)C1 (stereo not drawn)
 : 5% | -6% | -12%
- Cc1ccc(CN2CCSc3ccc(C(=O)N4CCN(c5cccc(C)c5C)CC4)cc32)cc1
 : 4% | x | -2%
- COc1ccc(NC(C)(C)c2nnnn2-c2c(C)cccc2C)cc1
 : -20% | -5% | 0%
- O=C(CC1C(=O)NCCN1C(=O)Nc1ccccc1)Nc1cccc(C(F)(F)F)c1 (stereo not drawn)
 : -10% | 28% | 1%
- CC(C)(C)c1ccc(OCC(=O)N(Cc2ccco2)Cc2ccccc2F)cc1
 : 0% | x | -16%
- Cc1ccc(-n2ncc3c2CCCC3NC(=O)CCCN2CCCC2=O)cc1C (stereo not drawn)
 : -1% | -2% | 0%
- O=C(CCn1c2c(c3ccccc31)CCCC2)NNC(=O)c1ccc(Cl)c([N+](=O)[O-])c1
 : 4% | 0% | -5%
- Cc1onc(-c2ccccc2Cl)c1C(=O)N(C)Cc1ccccc1
 : 1% | -1% | -9%
- OC1NC(=S)N(c2ccccc2)C1O (stereo not drawn)
 : 15% | 8% | 3%
- COc1ccc(N2CCN(C(=O)c3cccc(S(=O)(=O)N4CCc5ccccc54)c3)CC2)cc1
 : -20% | x | -10%
- Cc1cc(N/N=C/c2ccc3c(c2)OCO3)nc2ccccc12
 : u | 6% | -14%
- CCN(CC)CCNC(=O)CNC(=O)c1nn(-c2ccc(OC)cc2OC)c(=O)c2ccccc12
 : -16% | 1% | 16%
- COc1cc(-c2noc(CCCC(=O)NC3CCCCC3)n2)cc(OC)c1OC
 : 3% | 0% | -4%
- COc1ccccc1CNC(=O)c1ccc(CS(=O)(=O)c2ccccc2C)o1
 : 6%&-19% | -18% | -4%&-1%
- O=C(c1csc(Nc2cccc3ccccc23)n1)N1CCCC1
 : -14% | 20% | -7%
- Cc1cc[n+](-c2nc3ccccc3nc2C(=C=[N-])C#N)cc1
 : 3% | 1% | -18%
- Cn1c(=O)c2cc(S(=O)(=O)NCCC(=O)Nc3ccc(F)cc3F)ccc2n(C)c1=O
 : 4% | -5% | -5%
- O=C(c1cc([N+](=O)[O-])cc([N+](=O)[O-])c1)N1CCN(C(=O)c2ccco2)CC1
 : -4% | -8% | -28%
- CC(C)(C)OC(=O)NC(Cc1ccccc1)C(O)c1ccco1 (stereo not drawn)
 : -6% | -9% | x
- CCC1Oc2ccccc2N(CC(=O)NCCCN2CCN(c3ccc(OC)cc3)CC2)C1=O (stereo not drawn)
 : -10% | -7% | -2%

# Next records:
# Value order: FEN1 inh | N370S GC mod | KAT2A inh
- COc1ccc(-c2nn3c(C4CCCCC4)nnc3s2)cc1OC
 : 0% | 17% | -19%
- CC(=O)Nc1ccc(CN2CCc3c([nH]c4ccccc34)C2C(C)(C)C)cc1 (stereo not drawn)
 : -22% | -11% | -8%
- N#Cc1ccc(C(=O)Nc2cccc(S(=O)(=O)NC3=NCCC3)c2)cc1
 : 7% | x | -7%
- CCCS(=O)(=O)N1CCN(C(=O)COc2ccc(-c3ccccc3)cc2)CC1
 : -8% | 7% | -8%
- CCC(C)NC(=O)Cn1c(=O)n(-c2ccc(C)c(C)c2)c(=O)c2c(C)c(C(=O)N(CC)CC)sc21 (stereo not drawn)
 : -8% | x | -13%
- COc1ccc(C(=O)Nc2ccc(C3CC3(Cl)Cl)cc2)cc1 (stereo not drawn)
 : -14% | 6% | u
- CC(C)(C)c1ccc(OCC(=O)Nc2ccncc2)c(Br)c1
 : u | -24% | -12%
- O=C(NCC(=O)N1CCN(c2ccccc2)CC1)c1ccc(Br)o1
 : 3% | 0% | -23%
- Cc1ccc(C)c(CN2C(=O)c3ccccc3S(=O)c3ccc(C(=O)NCCC4=CCCCC4)cc32)c1 (stereo not drawn)
 : -5% | x | -6%
- CSc1ccccc1NC(=O)CN(C)C(=O)Cc1c(F)cccc1Cl
 : -4% | -1% | -6%
- COc1ccc(NC(=O)CCC(=O)c2ccc(C(C)C)cc2)cc1
 : 14% | -2% | -4%
- O=C(NC1CCc2ccccc21)c1cc(COc2c(F)cccc2F)on1 (stereo not drawn)
 : 7% | 16% | 7%
- COC(=O)c1ccccc1OCC(=O)N1CCN(c2ccc(OC)cc2)CC1
 : 5% | 2% | 2%
- CCN(CC)S(=O)(=O)c1ccc(C)c(NC(=S)NNC(=O)C2CC2)c1
 : -1% | 1% | -3%
- Cc1cccc(N2C(=O)CSC23C(=O)N(CC(=O)Nc2cccc(Cl)c2)c2ccccc23)c1 (stereo not drawn)
 : -19% | x | -4%
- COCCN=C1NN=C(c2cc(C)n(CC3CCCO3)c2C)CS1 (stereo not drawn)
 : 2% | -7% | -7%
- Cc1nnc(SCc2cc(=O)n3cccc(C)c3n2)s1
 : 15% | x | -4%
- N#Cc1ccc(OCC(=O)Nc2ccccc2NS(=O)(=O)c2cccs2)cc1
 : 15% | 4% | 0%
- O=C(CN(C(=O)CNC(=O)c1cccs1)c1cccc(F)c1)NC1CCCCC1
 : 0% | -12% | -5%
- COc1ccc(CCNC(=O)c2cc3c(=O)n4ccccc4nc3n2C)cc1
 : 8% | x | -19%

# Further entries follow.
# Value order: FEN1 inh | N370S GC mod | KAT2A inh
- C#CCNCCS(=O)(=O)N(Cc1ccc(Br)cc1)[C@@H](C)C(=O)O
 : -10% | x | -3%
- COc1cc(-c2nnc(CSc3nc4ccccc4s3)o2)cc(OC)c1OC
 : x | 2% | -9%
- CCn1c(SCC(=O)c2[nH]c(C)c(C(C)=O)c2C)nnc1-c1ccccc1
 : 2% | 6% | -2%
- CCC(C(=O)NCc1ccccc1)n1nc(C)c2sc3ccccc3c2c1=O (stereo not drawn)
 : 5% | x | -5%
- Cc1ccc(C)c(C(=O)C(C)OC(=O)CN2C(=O)NC3(CC(C)CC(C)(C)C3)C2=O)c1 (stereo not drawn)
 : -3% | -4% | 1%
- COc1cccc(C(=O)OCC(=O)Nc2ccc(N3CCOCC3)cc2)c1
 : 1% | x | 3%
- O=C1C=CN(Cc2ccccc2)CC1
 : 12% | 11% | 5%
- COc1ccccc1/C=N/NC(=O)CCSc1ccccc1
 : 16% | 9% | -3%
- O=C(Nc1ccc2c(c1)OCO2)C1CC1
 : -7% | x | -4%
- O=C(c1cccc(F)c1)N1CCC2(CC1)CN(c1cccc(-c3ccccc3)c1)C2
 : x | 9% | -19%
- CCOC(=O)N1CCN(C(=O)COc2cccc3c2CCN(Cc2cccc(C)c2)C3=O)CC1
 : 10% | -2% | -2%
- Cc1cc2c(c(=O)o1)C1(C(=O)N(CC(=O)O)c3ccccc31)C(C#N)=C(N)O2 (stereo not drawn)
 : -12% | x | -3%
- Cc1ccsc1C(=O)Nc1cc(C(C)(C)C)nn1-c1ccccc1
 : -12% | 14% | 0%
- O=C(CCC(=O)Nc1ccccc1)N/N=C/c1ccncc1
 : 0% | 13% | u
- O=C(NCc1nnc(SCC(=O)N2CCCC2)o1)c1ccccc1
 : -4% | u | -2%
- CC(=O)CC(C)=NCCN=C(C)CC(C)=O
 : 3% | -23% | -7%
- O=C1c2cccnc2C(=O)N1Cc1ccc2c(c1)OCO2
 : -3% | 19% | -6%
- Cn1c(NCc2ccco2)nc2ccccc21
 : -4% | 4% | -1%
- Cc1ccc(S(=O)(=O)N2CCC(=O)N(C(COCc3ccc(Cl)cc3)C(C)C)CC2)cc1 (stereo not drawn)
 : -17% | -5% | -8%
- CCOC(=O)c1c(C)[nH]c(C)c1C(=O)COC(=O)c1nc2nccc(C)n2n1
 : 5% | 7% | -3%
- C=CCn1c(SCC(=O)Nc2ccc(S(N)(=O)=O)cc2)nnc1-c1cnccn1
 : 1% | 0% | -3%
